# NPYLR7 agonist: activates Aedes aegypti NPYLR7 receptor | HEK293T NPYLR7/Galpha15, GCaMP6s calcium fluorescence | actives 0.15% (n = 270,000) | activation, % at 10 µM; in the data active means activation above about 40%;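 further: 0% = vehicle and 100% = reference agonist at the receptor; some compounds past the cut are filed as inactive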
# hcGAS lum: human cGAS inhibition; Q8N884; recombinant h-cGAS, ATP depletion, Kinase-Glo luminescence; inhibition, % at 12.5 µM; actives 0.081% (n = 290,000);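 further: 0% = vehicle reaction and 100% = reaction without DNA for no activity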
# Target sequence (Q8N884 whole entry, looked up): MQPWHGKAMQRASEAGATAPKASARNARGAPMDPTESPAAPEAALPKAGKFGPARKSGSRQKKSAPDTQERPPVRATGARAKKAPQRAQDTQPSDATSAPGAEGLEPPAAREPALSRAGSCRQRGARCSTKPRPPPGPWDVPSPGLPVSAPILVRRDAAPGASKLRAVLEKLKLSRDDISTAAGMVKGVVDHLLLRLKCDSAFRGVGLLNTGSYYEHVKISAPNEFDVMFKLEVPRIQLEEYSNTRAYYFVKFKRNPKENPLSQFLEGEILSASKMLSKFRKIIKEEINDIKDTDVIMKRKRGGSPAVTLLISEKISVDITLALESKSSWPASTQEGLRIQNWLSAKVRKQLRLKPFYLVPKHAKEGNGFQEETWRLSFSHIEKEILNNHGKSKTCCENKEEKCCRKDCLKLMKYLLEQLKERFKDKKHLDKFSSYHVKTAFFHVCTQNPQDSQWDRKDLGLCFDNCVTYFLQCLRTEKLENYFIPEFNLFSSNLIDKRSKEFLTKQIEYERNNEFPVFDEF
# mcGAS lum: blocks mouse cGAS activity; Q8C6L5; recombinant cGAS, Kinase-Glo ATP depletion luminescence; inhibition, % at 12.5 µM; actives 0.15% (n = 160,000); AID 1259399;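 further: 0% = negative control wells and 100% = reference inhibitor with no enzyme activity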
# Numbers without * were called inactive; . = not tested or not shown; & = joins results of further samples. Unless noted, no stated cut-off is given here; in the data, active means inhibition above about 40%; inactive means the rest.
SMILES,NPYLR7 agonist,hcGAS lum,mcGAS lum
O=C1CCC(C(=O)N2CCc3ccccc3C2)CN1CCCc1ccccc1 (stereo not given),3,-2,.
Fc1ccc(OCC2CC2)c(Br)c1,4,-3,.
CN1C2=C(C(=O)CCC2)C(c2ccc(OS(=O)(=O)c3ccccc3)cc2)C2=C1CCCC2=O,-4,-3,.
Cc1cccc(N(CC(=O)N(C)Cc2csc(C(C)C)n2)S(C)(=O)=O)c1,0,-4,.
CCCOc1ccc(C(=O)N2CCC(c3ccccc3)CC2)cc1,-3,-8,-3
CCc1ccccc1NC(=O)CCCN1C(=O)NC2(CCCC2)C1=O,-7,-3,.
CN(Cc1ccc(C(F)(F)F)cc1)C(=O)/C=C/C(=O)N1CCOCC1,1,-8,.
CC1(C)CC[C@]2(C(=O)O)CC[C@]3(C)C(=CCC4[C@@]5(C)CC[C@H](O)C(C)(C)C5[C@H](O)C[C@]43C)C2C1 (stereo not given in full),-5,-2,.
COc1ccc(-c2cc(CNC(=O)C3CC(=O)N(c4ccc(F)cc4)C3)no2)cc1 (stereo not given),4,-5,-6
CCCc1cc(C(=O)N2CCC(n3nccc3NC(=O)C3CCOC3)CC2)n(C)n1 (stereo not given),-4,-9,-4
Cc1ccc(-c2cnn3c(-n4nc(C)cc4C)cc(C)nc23)cc1,3,-11,-8
CCCCN(C=O)c1c(CC)nc2ccc(C(=O)NCc3ccc(OC)cc3)cn12,12,-6,-3
CC(NC(=O)c1cc(-c2ccccc2Cl)nn1-c1ccc(Cl)c(Cl)c1)c1ccccc1 (stereo not given),-5,-6,-3
CCn1ccnc1CN(C)Cc1cn[nH]c1-c1cc2ccccc2o1,11,-5,-11
CC(C)N1CCNC(=O)C1CC(=O)NCc1cc2cc(Cl)ccc2[nH]1 (stereo not given),17,-1,.
Cc1ccc(CC2(NC(=O)CN3CCOC3=O)CC2)cc1,.,-3,-16
COc1cc(C(=O)N2CCN3C(=O)CN(C)C(=O)C3C2)c2ccccc2n1 (stereo not given),2,-6,.
COc1ccc(Br)cc1/C=C(\C#N)c1nn(CCO)c(N)c1C#N,10,-2,.
Cc1cc(C)nc(N/N=C\c2ccc3c(c2)OCO3)n1,19,-6,-6
C#CCn1c(O)c(N=NC(=O)CNC(=O)c2ccc(Cl)cc2)c2ccccc21,-5,0,0

# Compound profiles (already shown).
# Shown for CN1C2=C(C(=O)CCC2)C(c2ccc(OS(=O)(=O)c3ccccc3)cc2)C2=C1CCCC2=O : NPYLR7 agonist: -4; hcGAS lum: -3; mcGAS lum: .
# Shown for Cc1ccc(-c2cnn3c(-n4nc(C)cc4C)cc(C)nc23)cc1 : NPYLR7 agonist: 3; hcGAS lum: -11; mcGAS lum: -8
# Shown for CN(Cc1ccc(C(F)(F)F)cc1)C(=O)/C=C/C(=O)N1CCOCC1 : NPYLR7 agonist: 1; hcGAS lum: -8; mcGAS lum: .

# New compounds follow.
SMILES,NPYLR7 agonist,hcGAS lum,mcGAS lum
Cc1cccnc1CN1CCN(Cc2cccn2-c2nccs2)CC1,27,-4,-16
COC(=O)CNC(=O)Cc1ccc(NC(=O)N2CCSCC2)cc1,6,-5,.
CC(Nc1ccc(S(=O)(=O)C(F)(F)F)cc1)C(C)n1cncn1 (stereo not given),1,2,.
O=c1[nH]c2sc(-c3ccccc3)cc2c(=O)n1-c1cccc(Cl)c1,1,3,.
CC(=O)Nc1cncc(-c2cccc(C(=O)NC3CC3)c2)n1,-1,0,.
O=C(CSC12CC3CC(CC(C3)C1)C2)NCCCn1cc(Cl)cn1,.,6,0
CCn1c(SCc2ccc(CC(=O)OCC(=O)c3ccccc3)cc2)nnc1-c1c2c(nc3ccccc13)CCC2,-2,9,0
CCN(CC)C(=O)Oc1ccc2c(ccn2Cc2c(F)cccc2Cl)c1-c1cc(Cl)cc(Cl)c1,10,0,0
O=C(NCc1cn[nH]c1-c1ccc(F)cc1)C1CCC(=O)N(Cc2ccccn2)C1 (stereo not given),13,3,.
CCOC(=O)C1(Cc2ccccc2C(F)(F)F)CCN(C(=O)C2CCCO2)CC1 (stereo not given),3&-4,-10&1,1
CCC(C)Cc1c(C)sc2nc(CSc3nnnn3C3CC3)[nH]c(=O)c12 (stereo not given),9,-4,-6
CCC(C)N(Cc1ccncc1)Cc1ccc(OC)nc1 (stereo not given),.,-2,1
C=CC(=O)Nc1cccc(-c2cccc(-c3ccc(OC)cc3)n2)c1,-7,-3,-5
COc1ccc(C(=O)NC2CC2)c(OC2CCN(Cc3ccccc3Cl)CC2)c1,4,-8,.
Nc1nnc(CCNC2CSCCSC2)s1,.,-13,-6
COc1cccc(-c2nc(C=Nc3ccc(C(=O)N(C)c4ccccc4)cc3)c(O)o2)c1,-6,-5,-7
CCOC(=O)C1CCN(C(c2ccccc2Cl)C2Sc3nc(-c4ccco4)nn3C2=O)CC1 (stereo not given),-8,-1,1
COc1ccc(C(C)C)cc1-c1nccnc1NCCc1c[nH]c2ccccc12,-4,2,-1
COC(=O)CCCCCNC(N)=S,7,-7,.
O=C1CC(c2cccs2)CC2=Nc3ccccc3NC(c3coc4ccccc4c3=O)C12 (stereo not given),6,-4,.

# 5 successive entries from above, quoted:
SMILES,NPYLR7 agonist,hcGAS lum,mcGAS lum
COc1cccc(-c2nc(C=Nc3ccc(C(=O)N(C)c4ccccc4)cc3)c(O)o2)c1,-6,-5,-7
CCOC(=O)C1CCN(C(c2ccccc2Cl)C2Sc3nc(-c4ccco4)nn3C2=O)CC1 (stereo not given),-8,-1,1
COc1ccc(C(C)C)cc1-c1nccnc1NCCc1c[nH]c2ccccc12,-4,2,-1
COC(=O)CCCCCNC(N)=S,7,-7,.
O=C1CC(c2cccs2)CC2=Nc3ccccc3NC(c3coc4ccccc4c3=O)C12 (stereo not given),6,-4,.

# Other entries follow:
SMILES,NPYLR7 agonist,hcGAS lum,mcGAS lum
CC(C(O)c1ccccc1)N(C)S(=O)(=O)c1ccc(Cl)cc1 (stereo not given),-1,-6,-5
C(=C\c1csc(CN2CCNCC2)c1)/c1ccccc1,.,0,-6
COCCN(Cc1csc(COc2cccc3ccccc23)n1)C(=O)c1cccc(Br)c1,-6,-1,-7
CCn1cnnc1CN(C)C1CCN(Cc2ccccc2)CC1,.,-10,-13
COC(=O)C1=C(C)NC(=O)NC1C1CC=CCC1 (stereo not given),-1,-7,.
CCN(CC)C(=O)N1CCOc2c(O)cc(-c3cccc(Cl)c3)cc2C1,16,0,.
CCOc1ccc2nc(N3CCCC3C(=O)NCc3ccccc3-n3cncn3)nc(C)c2c1 (stereo not given),21,-8,-13
Cc1ccc(C)c(CSc2c(C)cnc3c2c(=O)n(C)c(=O)n3C)c1,3,-4,-8
CC(Cn1cccn1)NC(=O)CCc1nc(-c2ccccc2F)no1 (stereo not given),10,1,-10
CCc1nn(C)c(Cl)c1CN(C)Cc1c(C)noc1C,.,-11,-13
COc1ccc(Cn2c(SCc3ccccn3)nc3ccccc3c2=O)cc1,2,-8,.
CCc1nc2ccc(C(=O)Nc3cc(-c4ccccc4)ccc3OC)cn2c1N(C)CCCc1ccccc1,13,-4,-4
CCOc1ccc(N2CC(C#N)=C3c4cc(OC)c(OC)cc4CCN3C2)cc1,2,7,.
COC(=O)c1ccc(C2C3=C(N=C4SCC(=O)N42)c2ccccc2CC3)cc1 (stereo not given),0,-5,-2
NC(=O)Cc1csc(NC(=O)c2ccc3c(c2)CCCC3)n1,4,-16,.
Cc1nc(N2CCC(C(=O)N(C)Cc3cccc4cnccc34)CC2)nc2ccc(C(C)C)cc12,2,-8,-12
COc1cc(NC(=O)[C@@H](C)N2Cc3ccc(NCC(C)C)nc3C2=O)cc(OC)c1,5,-12,.
CCOc1cc(C(=O)Nc2c3c(nn2-c2ccccc2C)CS(=O)(=O)C3)cc(OCC)c1OCC,-5,-3,.
Cc1ccc(N2C(=O)CSC2c2cccc(NC(=O)c3ccc(C)c([N+](=O)[O-])c3)c2)c(C)c1 (stereo not given),1,0,-3
CCNc1cc(NCCNC(=O)c2ccc(Br)o2)nc(C)n1,-1,4,.
O=S(=O)(c1ccccc1)c1ccccc1Nc1ccccc1,0,78*,.
CC(C(=O)NC1CCS(=O)(=O)C1)N(C)Cc1ccc(Cl)cc1 (stereo not given),2,9,0
CCCC(C)NS(=O)(=O)c1cc(C(=O)NC2CC2)c(Cl)cc1Cl (stereo not given),3,-5,-6
Cc1ncc(C)c(N2CC[C@@H](N3CCN(CCc4ccccc4)CC3)[C@H](O)C2)n1,0,-5,.
CCOC(=O)Cn1c(=O)c2c(nc3n2CCN3c2ccc(OC)cc2)n(C)c1=O,.,-7,-8
COc1ccc(-c2ccc(SCCN3CCCCC3)nn2)cc1,12,-8,.
O=C(O)c1cn(Cc2ccccc2)cc2c(=O)n(-c3ccccc3)nc1-2,-3,-13,.
COc1ccccc1NC(=O)c1c(N)c(C(=O)c2ccccc2)n2ccccc12,-1,-4,-6
O=C(CSc1nnc(-c2cc3ccccc3[nH]2)n1-c1ccccc1)N1CCNC1=O,-3,0,6
CN(c1ncccc1CNC(=O)C1Cc2ccccc2O1)C1CCCCC1 (stereo not given),3,-11,.
O=C(NCCCn1cccn1)c1cn(Cc2ccc(Cl)cc2)nn1,-1,-7,-10
CC(=O)Nc1ccc(Nc2ccc(-n3nc(C)c(C)c3C)nn2)cc1,-6,-4,-7
Cc1nc(C(C)C)cc(N2CCCN(C(=O)c3ccco3)CC2)n1,-1,-5,-11
NC(=O)c1cccc(NC(=O)Cc2c(F)cccc2Cl)c1,9,-8,-8
CN(CC(=O)N1CCN(Cc2ccc(C#N)cc2)CC1)S(=O)(=O)c1cccs1,6,-5,-8
Clc1ccc(-c2noc3c2CN(CCn2cc(Cl)cn2)CC3)cc1,75*,-4,-10
CCN(CC)c1ccc(/C=C(\C#N)c2nn(CCO)c(N)c2C#N)cc1,16,5,.
CCOc1ccc(-c2nc(C(N)=O)c3[nH]c(=O)n(-c4ccc(OC)c(OC)c4)c3n2)cc1,-4,-6,-5
COc1ccccc1-c1cc(C(=O)NCc2ccccn2)n2nc(-c3ccccc3)cc2n1,4&-5,-8&4,-10&-2
O=C1NC(=S)N/C1=C\c1ccc([N+](=O)[O-])o1,0,-2,.
O=C(NCC1CCN(c2nc(Cc3ccc(Cl)cc3)ns2)CC1)C(Cl)c1ccccc1 (stereo not given),-3,-1,0
CCCCN(Cc1cccn1Cc1ccc(Br)cc1)C(=O)CN(CCOC)C(=O)c1cc(OC)cc(OC)c1,.,-11,-6
CC1CN(CC2CCN(C(=O)C(NC(=O)c3ccccc3Cl)C(C)C)CC2)CC(C)O1 (stereo not given),1,9,-1
CCOCCCNC(=O)c1cc(NC(=O)C(Cl)Cl)ccc1N1CCN(c2ccccc2OC)CC1,-4,5,1
C[N+](C)(C)CCCCCC[N+](C)(C)C,-12&-4&-1&-1&-6,2&-1&-4&-2&1,-6&-3&-2
COCCn1c(=NC(C)=O)c(C#N)cc2c(=O)n3cccc(C)c3nc21,3,-4,.
CCOc1cccc2sc(N(CCCN(C)C)C(=O)c3ccc(Br)s3)nc12,0,-7,-8
CC(=O)OCC(=O)N1CCN(c2nc3ccccc3nc2C)CC1,13,-8,-5
Cc1cc(C)n(CCCNc2nc3ccccc3o2)n1,6,-8,.
O=C(C1CC1)N(Cc1nccn1Cc1ccc(F)cc1)C1CC1,7,1,-5
CC(C)Oc1cccc(/C=C/C(=O)NC2CCC(=O)NC2)c1 (stereo not given),12,-4,.
Cc1cc(C(=O)NC2C=CS(=O)(=O)C2)c2ccc(F)cc2n1 (stereo not given),3,4,.
CCCN1C(=O)C2(CCCCC2)NC1c1cnn(CC)c1 (stereo not given),-21,-5,.
O=c1ccn(CN(Cc2cccs2)C2CC2)c2c(Br)cccc12,4,-7,.
CCCOc1ccc(C(=O)N2CCC(N3CCNC3=O)CC2)cc1OCCC,11,-10,.
Cc1cc(-n2c(C)cc(C(=O)CSc3nc(N)nc(N)n3)c2C)no1,-2,-5,-4
CCc1cnc(N2CCC(Cc3nnc(SC)n3C)CC2)nc1,36,-5,.
O=C(CCC[C@@H]1[C@H]2CCCN3CCC[C@@H](CN1C(=O)c1ccco1)[C@@H]23)N1CCOCC1,.,-8,-5
O=C(CN1C(=O)C(Oc2ccccc2)C1c1ccccn1)N1CCN(CCO)CC1 (stereo not given),2,0,.
CCS(=O)(=O)Nc1ccc(-c2ccc(S(=O)(=O)CC)nn2)cc1,7,-12,-8
Cc1cc(N(C)C)nc(Nc2ccc(NC(=O)C3CCCCC3)cc2)n1,7,-8,.

# High-throughput results: PubChem BioAssay, Fisher Drug Discovery Resource Center
